IDH1 R132H inh – inhibitors of human mutant IDH1 R132H | Potency, µM (doses to about 76.6 µM), inactives show top-dose activity change, negative = inhibition, most hits filed as inhibitors | AID 602179 | 390,000 compounds, 0.093% hits | O75874 | IDH1-R132H enzyme, NADPH consumption, diaphorase/resazurin fluorescence; also: potency is read from the fitted curve at half-maximal effect; % is scaled to controls: 0 for no effect and ±100 for the full control effect; nearly all actives have a fitted effect of over 65% in size
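IDH1-R132H (0.5 ug/mL dispensed) in pH 7.5 Tris buffer was preincubated 30 min with compound, then given a substrate mix of 0.016 mM NADPH and 2 mM alpha-KG for 80 min at room temperature; remaining NADPH was read by diaphorase/resazurin fluorescence.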
USP1 inh – USP1/UAF1 (human) deubiquitinase inhibition | Potency, µM (top dose mostly 57.1 µM), without a hit: at the top dose activity change, negative = inhibition, usual class: inhibitors | O94782 | recombinant USP1/UAF1, Ub-Rhodamine cleavage fluorescence | 390,000 compounds, 0.23% hits | AID 743255; also: potency is read from the fitted curve at half-maximal effect; % is scaled to controls: 0 for no effect and ±100 for the full control effect; nearly all actives have a fitted effect of over 60% in size; inactives centre near -12
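USP1/UAF1 complex at 1 nM was preincubated with compound for 15 min at room temperature, then Ub-Rho substrate (150nM final) was added. Fluorescence (480/540 nm) was read kinetically, 6 reads every 60 seconds.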
Vif-A3F inh – Vif-A3F binding inhibition; 390,000 compounds, 0.2% hits; AID 602313; Potency, µM (top dose mostly 46.1 µM), for the others: at the top dose activity, negative = active; HeLa A3F-eYFP + Vif (tagged APOBEC3F with the HIV-1 protein that degrades it), YFP fluorescence increase; also: potency is read from the fitted curve at half-maximal effect; % of control where 0% means no effect; nearly all actives have a fitted effect of over 65% in size
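HeLa cells stably expressing Vif plus C-terminally eYFP-tagged A3F were seeded, incubated overnight at 37 deg C, dosed with compound, incubated overnight again at 37 deg C. Yellow fluorescence (Ex 488/Em 500-530) reported blocked Vif-mediated A3F-eYFP degradation.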
PI4K2A inh – blocks human PI4K2A kinase activity | Q9BTU6 | purified PI4K2A, ADP-Glo luminescence, 1 h; active compounds read low | activity change, negative = inhibition, % at 76.9 µM | 420,000 compounds, 0.13% hits; in the data active = activity change below about -50%; inconclusive = mostly about -30% to -49%;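 also: -100% = wells without enzyme as full effect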
Target sequence (Q9BTU6 whole entry, looked up): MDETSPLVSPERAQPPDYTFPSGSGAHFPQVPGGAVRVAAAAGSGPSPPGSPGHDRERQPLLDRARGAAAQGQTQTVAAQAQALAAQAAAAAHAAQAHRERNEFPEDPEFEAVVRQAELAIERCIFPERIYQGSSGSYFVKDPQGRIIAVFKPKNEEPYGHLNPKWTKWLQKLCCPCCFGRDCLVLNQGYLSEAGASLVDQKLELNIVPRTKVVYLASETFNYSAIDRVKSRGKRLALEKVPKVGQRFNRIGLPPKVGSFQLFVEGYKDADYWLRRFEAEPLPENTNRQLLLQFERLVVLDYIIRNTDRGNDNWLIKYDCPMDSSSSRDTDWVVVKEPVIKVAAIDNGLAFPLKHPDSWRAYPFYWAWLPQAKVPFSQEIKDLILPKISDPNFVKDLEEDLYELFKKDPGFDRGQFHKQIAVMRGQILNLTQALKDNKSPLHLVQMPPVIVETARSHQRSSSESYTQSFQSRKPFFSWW
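Compounds are screened against recombinant PI4K2A using PI as substrate and ATP, the latter dispensed at 300 microM. Reactions run one hour at ambient temperature before ADP-Glo detection; full inhibition defined by wells lacking enzyme.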
Vif-APOBEC3G blk – blocks the Vif interaction with human APOBEC3G | Q9HC16 | Potency, µM (doses to about 46.1 µM), for the others: at the highest dose activity, negative = active, hits mostly inhibitors | HeLa A3G-eYFP + Vif (tagged APOBEC3G with the HIV-1 protein that degrades it), YFP fluorescence, overnight | 410,000 compounds, 0.076% hits;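 also: potency is read from the fitted curve at half-maximal effect; % is scaled to controls: 0 for no effect and ±100 for the full control effect; nearly all actives have a fitted effect of over 60% in size; hits raise eYFP signal because A3G escapes Vif-driven loss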
Target sequence (Q9HC16 whole entry, looked up): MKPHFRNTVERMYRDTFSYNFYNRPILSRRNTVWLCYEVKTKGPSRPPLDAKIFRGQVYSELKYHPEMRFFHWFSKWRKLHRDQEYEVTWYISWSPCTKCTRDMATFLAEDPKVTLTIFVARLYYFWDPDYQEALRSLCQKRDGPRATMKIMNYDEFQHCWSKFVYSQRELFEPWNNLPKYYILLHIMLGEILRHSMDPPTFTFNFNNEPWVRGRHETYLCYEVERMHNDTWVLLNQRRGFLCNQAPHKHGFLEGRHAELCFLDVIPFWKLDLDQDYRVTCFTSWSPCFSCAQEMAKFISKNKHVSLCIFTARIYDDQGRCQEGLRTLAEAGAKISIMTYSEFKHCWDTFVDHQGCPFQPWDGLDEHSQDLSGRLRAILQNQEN
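Read-out is eYFP fluorescence (Ex 488/Em 500-530) from Vif-expressing HeLa A3G-eYFP cells; more signal means A3G escaped Vif-mediated degradation. Cells plated overnight, compound pinned in, incubated overnight at 37 deg C.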
Glioma ERSR ind – ER stress response induction in glioma. U87-MG GRP78 promoter luciferase reporter, 16 h. Potency, µM, for inactives: at the top dose activation, usual class: activators. 420,000 compounds, 0.02% hits; also: potency is read from the fitted curve at half-maximal effect; series mostly up to about 76 µM; % of control where 0% means no effect; nearly all actives have a fitted effect of over 35% in size
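ERSR induction read as luciferase luminescence (Bright-Glo, 10 min at room temperature) in stably transfected human U87-MG glioma cells exposed to compounds for 16 h, using GRP78 as sensor.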
TrxR1 substrate – is turned over as a substrate by rat TrxR1; Potency, µM (top dose mostly 114 µM), for the others: at the highest dose activity change, negative = substrate turnover; O89049; purified TrxR1 substrate turnover, NADPH consumption readout; 390,000 compounds, 0.01% hits; also: potency is read from the fitted curve at half-maximal effect; % is scaled to controls: 0 for no effect and ±100 for the full control effect; nearly all actives have a fitted effect of over 50% in size
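Rat TrxR1, dispensed at 90 nM, was prereduced with 400 uM NADPH (final) for 5 min at ~22 deg C, then incubated with compound 15 min before 400 uM selenite. A first-read NADPH fluorescence drop versus no-compound background flagged substrates.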
RXFP1 agonist – RXFP1 (human) receptor agonism; Q9HBX9; HEK293T-RXFP1 cAMP TR-FRET, 30 min; response scale: percent of porcine relaxin response, buffer zero; Potency, µM (series often up to 57.5 µM), without a hit: at the top dose activation, most hits filed as activators; 370,000 compounds, 0.3% hits; also: potency is read from the fitted curve at half-maximal effect; % is scaled to controls: 0 for no effect and ±100 for the full control effect; nearly all actives have a fitted effect of over 60% in size; many of its hits are not listed in these tables
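HEK293 cells stably expressing RXFP1, treated 30 min at 37C with compounds plus PDE4 inhibitor Ro 20174; cAMP measured by HTRF TR-FRET. Normalized to buffer and 29 nM porcine relaxin; EC50 by Hill fit.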
LDHA inh – blocks human lactate dehydrogenase A; P00338; purified LDHA, NADH/diaphorase-resazurin fluorescence; active compounds read low; activity change, % (values are at about 110 or 230 µM); 480,000 compounds, 0.15% hits; AID 1347041; in the data active = activity change below about -30%; inconclusive = mostly about -25% to -30%;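 also: plate controls were DMSO wells for no effect and wells without enzyme for full effect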
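Human LDH5 (2 nM) was incubated with 0.06 mM NADH and 0.2 mM pyruvate for 5 min at room temperature in Tris pH 7.4. Remaining NADH was coupled through diaphorase/resazurin, and resorufin fluorescence was read at 0 and 20 min.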
* = called active by the depositor; u = inconclusive; x = no result given; [ ] = another dose, or the depositor's remark. Unless noted, calls follow the shape of the dose curve; as a rule, active = well fitted curve in the direction sought with a large enough effect; inconclusive = small, poorly fitted or top-dose-only effect, or another doubt; inactive = no such curve, though single readings can be large; an effect the other way counts as inactive or inconclusive.

Under each structure: PI4K2A inh	TrxR1 substrate	USP1 inh	Vif-A3F inh	Glioma ERSR ind	LDHA inh	Vif-APOBEC3G blk	IDH1 R132H inh	RXFP1 agonist
- COc1ccc(/C=N/NC(=O)c2cc(C34CC5CC(CC(C5)C3)C4)[nH]n2)cc1O
  -2	-15%	-16%	-16%	-6%	-1	-12%	4%	0.9%
- COC(=O)N(C)C[C@@H]1OCc2cnnn2CCCC(=O)N([C@H](C)CO)C[C@@H]1C
  4	x	-24%	2%	-3%	-5	0%	10%	x
- COc1ccc(S(=O)(=O)N2CCc3ccccc32)cc1OC
  0	-6%	4%	1%	-1%	0	0%	-7%	3.6%
- CCOC(=O)C1CCCN(S(=O)(=O)c2cc(-c3onc(C)c3C)ccc2OC)C1 (configuration not stated)
  2	1%[57.1 µM]	u	-11%	-2%	-1	-1%	13%	3.1%
- CCCc1cc(C(=O)NNC(=S)NCc2ccccc2)cs1
  -2	-6%	-1%	1%	0%	0	2%	3%	0.6%
- COc1ccc(/C=C/C(=O)NC(=S)NNC(=O)Cc2cccs2)cc1OC
  -7	0%	4%	-8%	-2%	-4	1%	-5%	-0.5%
- Cc1snc2sc(C(=O)c3ccc(Br)cc3)c(N)c12
  4	8%[57.1 µM]	-8%	u	12%	0	u	2%	-0.5%
- O=C(O)c1ccc(-c2nc(-c3ccc(Cl)cc3)cs2)cc1
  1	20%	-17%	-2%	3%	-5	0%	-7%	1.5%
- Cc1cc2nc(-c3ccc(NC(=O)c4ccccc4F)cc3)oc2cc1C
  -5	186%[activator]	-5%	-1%	0%	-4	2%	0%	-7.3%
- COc1ccc(OC)c(S(=O)(=O)Nc2cccnc2)c1
  -11	8%	-3%	-13%	0%	-6	-3%	3%	5.1%
- Cc1ccc(C(O)c2cccnc2)o1 (configuration not stated)
  11	4%[57.1 µM]	-22%	-11%	2%	4	-5%	-5%	2.0%
- CCOC(=O)c1cnc2c(ccc3ccccc32)c1Nc1ccc(OC)cc1OC
  -1	-7%	-13%	0%	-1%	3	-6%	20%	0.6%
- C=CCNC(=O)C12CC3CC(C1)CC(C(=O)NCC=C)(C3)C2
  -2	8%	-16%	4%	-1%	-4	0%	1%	3.8%
- N#Cc1ccc(NC(=O)CSc2n[nH]c(=O)n2C2CC2)cc1
  6	4%	-24%	-6%	-1%	-2	-6%	6%	-0.4%
- COCCN1CN(S(=O)(=O)c2ccc(Cl)cc2)c2nc3ccccc3nc21
  10	0%	-22%	9%	-2%	3	-6%	5%	-0.3%
- O=C(CSc1nc2c(sc3ccccc32)c(=O)n1CCc1ccccc1)NCc1ccco1
  1	13%	-6%	6%	-2%	-14	0%	1%	6.7%
- Cc1ccc(C)n1-c1ccc(C(=O)/C=C/N(C)C)cc1
  -29	-9%[57.1 µM]	-8%	-4%	-1%	-4	-24%	-1%	-2.3%
- O=C1C=C(Nc2ccccc2)C(=O)c2ccccc21
  -19	1%[57.1 µM]	u	3%	3%	9	-10%	-1%	-0.4%
- COC(=O)c1scc(C)c1NC(=O)c1ccccc1F
  5	-4%[57.1 µM]	-19%	-3%	-3%	-4	-2%	-10%	-0.3%
- CC(=O)c1ccc(NC(=O)COC(=O)CCc2ccc(S(=O)(=O)N3CCOCC3)cc2)cc1
  -3	1%	u	-1%	1%	-3	2%	4%	1.4%
- COc1ccc(CCNC(=O)c2ccco2)cc1
  -4	-8%[57.1 µM]	-25%	-4%	-1%	-4	-6%	5%	2.5%
- N#CC1=C(N)N(c2ccccc2)C(c2cccc([N+](=O)[O-])c2)C1(C#N)C#N (configuration not stated)
  2	-1%	-24%	6%	-6%	-3	-7%	6%	4.1%
- CCOC(=O)CCCN1C(=O)CCn2nc(-c3cn(C)c4ccccc34)cc21
  3	3%	u	x	x	-1	x	x	4.1%
- CCC(=O)NCCc1nc(-c2ccccc2)no1
  5	10%[57.1 µM]	-23%	2%	0%	-3	3%	-15%	x
- CC(=O)N/C(=C/c1ccccc1)C(=O)N1CCCCC1
  3	-5%	-12%	6%	-3%	-2	0%	5%	-0.9%
- CC1CCCN(S(=O)(=O)c2ccc(Cl)s2)C1 (configuration not stated)
  2	-7%	-14%	10%	-1%	-1	-3%	-4%	-5.0%
- COc1cc(NC(=O)CCc2c(C)nc3nc(-c4cc(OC)cc(OC)c4)nn3c2C)cc(OC)c1
  -9	5%	-26%	-11%	-5%	4	3%	21%	0.5%
- COc1ccc(CCNC(=O)c2ccc(F)c(S(=O)(=O)N3CCCCC3)c2)cc1
  -2	x	-27%	1%	1%	-1	3%	9%	x
- CCNC(=S)N1CCN(CCNC2=CC(=O)CC(C)(C)C2)CC1
  0	2%	-20%	0%	0%	-4	-3%	1%	1.5%
- O=C1NC(c2ccc(Cl)cc2)=COc2ccccc21
  3	2%[57.1 µM]	-2%	-6%	-3%	-4	0%	2%	-3.5%
- CCOc1ccc(CNc2ccc3c(c2)nc(C)n3C)cc1
  -2	-3%[57.1 µM]	-16%	0%	10%	14	0%	4%	-3.9%
- CCOc1ccc(C(=O)NC(=S)Nc2ccc(N3CCOCC3)c(Cl)c2)cc1[N+](=O)[O-]
  -3	-5%	-18%	0%	-7%	-6	-2%	-1%	0.9%
- COC(=O)C(NC(=O)c1ccco1)(Nc1nc(C)cs1)C(F)(F)F (configuration not stated)
  1	12%[57.1 µM]	-9%	-1%	-3%	-4	0%	2%	3.2%
- COc1cc2c(NC3CCN(C)CC3)nc(N3CCCN(C)CC3)nc2cc1OCCCCCN
  x	25%	x	x	-3%	7	3%	x	x
- Cc1ccc(NC(=O)CN(C)C(=O)c2nn(C)c(=O)c3ccccc23)cc1
  -3	3%	-20%	1%	-4%	0	1%	8%	-0.2%
- COc1ccc(N2CCN(C3CC(=O)N(Cc4ccc(N5CCCC5=O)cc4)C3=O)CC2)cc1 (configuration not stated)
  4	-5%	-15%	-3%	-3%	1	2%	4%	-1.5%
- COc1ccc(/C=N/NC(=O)C[n+]2ccccc2)c(OC)c1OC
  0	-15%	-6%	-1%	-4%	-2	-2%	5%	5.8%
- COc1ccc2[nH]cc(CCN=C(NC(=O)c3ccccc3C)Nc3nc(C)cc(C)n3)c2c1
  -8	-5%	-35%	-3%	-3%	1	-1%	2%	4.7%
- CCc1ccc(S(=O)(=O)c2nnn3c2nc(N2CCC(C)CC2)c2cc(Cl)ccc23)cc1
  0	37%[activator]	-4%	3%	-5%	2	0%	0%	2.5%
- Cc1sc2ncnc(NCC(c3ccco3)N(C)C)c2c1C (configuration not stated)
  8	-5%	-12%	-3%	-3%	u	0%	4%	-0.9%
- Cc1cnc(C(=O)OCC(=O)c2csc(N3CCCCC3)n2)cn1
  -6	-10%	-4%	5%	-4%	-1	1%	10%	6.3%
- CC(C)c1ccc(/C=N/NC(=O)c2nnn(-c3nonc3N)c2CN(C)C2CCCCC2)cc1
  4	-11%	-12%	-2%	1%	-18	2%	0%	0.0%
- CCC1(C)Cc2c(C#N)c(N)n(-c3ccccc3)c(=O)c2CO1 (configuration not stated)
  2	-2%	-14%	-5%	0%	-9	1%	6%	0.0%
- O=C(OCc1csc(-c2ccccc2)n1)c1cccs1
  -18	-11%	-18%	-1%	4%	-4	-1%	3%	-0.3%
- COc1cc(-c2cc(C(=O)O)c3cc4ccccc4cc3n2)cc(OC)c1OC
  -5	x	-16%	-9%	-3%	0	-2%	6%	x
- COc1cc(-c2n[nH]c(=S)n2-c2cccc(C(F)(F)F)c2)cc(OC)c1OC
  1	-14%	-3%	-23%	-2%	-4	0%	4%	1.6%
- O=C(NCC1COc2ccccc2O1)c1ccc(-n2cncn2)c([N+](=O)[O-])c1 (configuration not stated)
  1	-6%	-11%	4%	-2%	-4	1%	2%	0.9%
- CCN(CC)C(=O)c1[nH]cnc1C(=O)Nc1ccc(OC)cc1
  -8	22%[57.1 µM]	-4%	9%	-3%	3	2%	12%	0.0%
- CC1(C)CC(=O)C(N=Nc2cccc(S(=O)(=O)N3CCOCC3)c2)=C(O)C1
  2	-9%	-8%	-6%	2%	-6	-3%	-2%	2.6%
- CCOC(=O)c1c(C)c(/C=N/Nc2ccccc2)n(C)c1C
  1	2%	-14%	0%	4%	-5	5%	2%	0.1%

Overlap with the part before: 2 entries, followed by the next part.
Under each structure: PI4K2A inh	TrxR1 substrate	USP1 inh	Vif-A3F inh	Glioma ERSR ind	LDHA inh	Vif-APOBEC3G blk	IDH1 R132H inh	RXFP1 agonist
- CC1(C)CC(=O)C(N=Nc2cccc(S(=O)(=O)N3CCOCC3)c2)=C(O)C1
  2	-9%	-8%	-6%	2%	-6	-3%	-2%	2.6%
- CCOC(=O)c1c(C)c(/C=N/Nc2ccccc2)n(C)c1C
  1	2%	-14%	0%	4%	-5	5%	2%	0.1%
- CS(=O)(=O)Oc1ccc2c(c1)O/C(=C\c1cccnc1)C2=O
  -1	-1%	-11%	1%	5%	-11	5%	0%	-1.8%
- CCCCN(C(=O)C1CCC1)c1c(N)n(CCC)c(=O)[nH]c1=O
  -3	1%	-5%	-8%	1%	-4	0%	0%	1.2%
- CC(C)CN1CCN=C1Nc1ccccc1
  2	1%	u	-4%	-5%	-2	3%	9%	-0.9%
- CNC(=O)c1cc(S(=O)(=O)Nc2ccc(C)cc2C)ccc1C
  -7	0%	-2%	u	-3%	-3	2%	-1%	-1.0%
- O=c1nc(N2CCCCCC2)nc(N2CCCCCC2)[nH]1
  7	2%	-9%	6%	-7%	-7	1%	3%	-1.2%

An excerpt (hit frequency here may not be typical).
